Bcl-2 Bim block – inhibitors of Bim-Bcl-2 binding, primary screen, biochemical, multiplexed, human Bcl-2 family; AID 950, 2007; Bead-based flow cytometry, Bim peptide-Bcl-2 binding; Apoptosis regulator Bcl-2 (Homo sapiens), P10415; inhibition, % at 10 µM; 190,000 tested, 0.06% active; in the data active = inhibition above about 40%; inconclusive = no clear call, values can overlap the other calls;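 also: 0% = no compound wells with probe peptide and 100% = reference peptide inhibitor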
Target sequence (P10415 whole entry, looked up): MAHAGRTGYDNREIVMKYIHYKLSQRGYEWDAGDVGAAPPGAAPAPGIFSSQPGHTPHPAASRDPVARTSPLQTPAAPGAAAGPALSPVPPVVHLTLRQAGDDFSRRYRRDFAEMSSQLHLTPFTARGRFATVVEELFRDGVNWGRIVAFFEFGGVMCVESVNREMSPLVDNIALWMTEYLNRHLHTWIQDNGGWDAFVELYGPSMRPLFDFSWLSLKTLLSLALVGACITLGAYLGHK
Rac1 mut GTP – GTP binding modulators of activated mutant Rac1, primary screen, biochemical, bead-based flow cytometry, multiplex, fluorescent GTP | Ras-related C3 botulinum toxin substrate 1 (Homo sapiens), P63000 | GST-Rac1 activated beads; actives lie on both sides; 100% means binding = to untreated wells | percent activity (GTP binding), % at 10 µM | 190,000 tested, 0.11% active | AID 764, 2007;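 active = GTP binding at least 20 percentage points away from the 100% baseline, in either direction, so actives lie on both sides; inconclusive = Compound likely fluorescent itself, or too few beads counted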
Bcl-W Bim block – inhibitors of Bim binding to Bcl-W, primary screen, biochemical, multiplexed, bead-based flow cytometry; Bim peptide-Bcl-W binding; Bcl-2-like protein 2 (Homo sapiens), Q92843; 190,000 tested, 0.02% active; inhibition, % at 10 µM;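 also: 0% = bound tracer without compound and 100% = peptide blocker; higher means less fluorescent Bim peptide bound to Bcl-W beads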
Cdc42 wt – modulators of GTP binding to wildtype Cdc42, primary screen, biochemical, multiplex bead flow cytometry, Bodipy-GTP | Cell division control protein 42 homolog (Homo sapiens), P60953 | 190,000 tested, 0.2% active | GST-Cdc42 beads; actives lie on both sides | AID 761, 2007 | percent activity (GTP binding), % at 10 µM;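 active = percent activity GTP binding at least 20 points away from the 100% baseline, either down as inhibitor or up as activator; inconclusive = compound flagged as likely green fluorescent from well-wide comparison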;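 also: median bead fluorescence of bound Bodipy-FL-GTP at 100 nM; 0% = excess unlabeled GTP control and 100% = no compound control; below 100% means less GTP binding so inhibitor and above means activator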
Rab7 wt GTP bind – modulators of GTP binding to Rab7, primary screen, biochemical, wildtype, multiplex bead flow cytometry; GTP binding activity (percent of control), % at 10 µM; Rab7 GTPase wild type (dog), Bodipy-FL-GTP binding; AID 758, 2007; 190,000 tested, 0.055% active; GST-Rab7 beads, fluorescent GTP binding; actives lie on both sides; untreated = 100%, excess cold GTP = 0%;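 active = fluorescent GTP binding to Rab7 beads changed by at least 20 points from the 100% baseline, either direction, mostly lower; inconclusive = compound itself probably fluorescent, or too few beads counted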;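 also: median green fluorescence of bound Bodipy-FL-GTP per Rab7 bead population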
Bim-Bcl-XL – inhibitors of Bim-Bcl-XL binding, primary screen, biochemical, multiplexed, bead flow cytometry, human Bcl-XL. Bim peptide-Bcl-XL binding, fluorescence. inhibition, % at 10 µM. 190,000 tested, 0.04% active. Bcl-2-like protein 1 (Homo sapiens), Q07817. AID 1007, 2008
Target sequence (Q07817 whole entry, looked up): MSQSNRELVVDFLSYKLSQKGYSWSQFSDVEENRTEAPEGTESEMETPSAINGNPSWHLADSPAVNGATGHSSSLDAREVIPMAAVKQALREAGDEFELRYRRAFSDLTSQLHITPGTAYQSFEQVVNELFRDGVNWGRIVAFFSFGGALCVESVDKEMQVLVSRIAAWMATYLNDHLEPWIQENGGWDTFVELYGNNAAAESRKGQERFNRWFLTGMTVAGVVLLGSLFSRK
Rab2 wt GTP – modulators of GTP binding to Rab2A wildtype, primary screen, biochemical, dog, bead-based flow cytometry, multiplex; Ras-related protein Rab-2A (Canis lupus familiaris), P61105; GST-Rab2 wt beads, Bodipy-GTP binding; GTP binding activity, % at 10 µM; 190,000 tested, 0.19% active; AID 760, 2007;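 active = GTP binding activity at least 20 points away from 100%, either lowered or raised; inconclusive = signal likely due to the compound's own green fluorescence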;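 also: 0% = beads with excess unlabeled GTP and 100% = no-compound control corrected for plate trend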
Bim-Bfl-1 – inhibitors of Bim binding to Bfl-1, primary screen, biochemical, multiplexed, bead-based flow cytometry | AID 1008, 2008 | 190,000 tested, 0.12% active | Bim-Bfl-1 binding inhibition | Bcl-2-related protein A1 (Homo sapiens), Q16548 | inhibition, % at 10 µM;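 also: 0% = wells without compound plus tracer and 100% = blocker peptide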
Rac1 wt modul – wildtype Rac1 GTP binding modulators, primary screen, biochemical, GST-Rac1 beads, flow cytometry, multiplex. Ras-related C3 botulinum toxin substrate 1 (Homo sapiens), P63000. fluorescent GTP binding; actives lie on both sides; 0 = cold GTP competed, 100 = untreated. GTP binding activity (% of control), % at 10 µM. 190,000 tested, 0.27% active;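 active = GTP binding activity at least 20 points away from the 100% control level, either lower or higher; inconclusive = compound flagged as likely green fluorescent, judged across all proteins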
Bcl-B Bim block – inhibitors of Bim-Bcl-B binding, primary screen, biochemical, multiplexed, human Bcl-2 family | inhibition, % at 10 µM | 190,000 tested, 0.073% active | bead-based flow cytometry, Bim peptide-Bcl-B binding;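 also: 0% = tracer peptide without compound and 100% = reference inhibitor peptide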
Target sequence (Q9HD36 whole entry, looked up): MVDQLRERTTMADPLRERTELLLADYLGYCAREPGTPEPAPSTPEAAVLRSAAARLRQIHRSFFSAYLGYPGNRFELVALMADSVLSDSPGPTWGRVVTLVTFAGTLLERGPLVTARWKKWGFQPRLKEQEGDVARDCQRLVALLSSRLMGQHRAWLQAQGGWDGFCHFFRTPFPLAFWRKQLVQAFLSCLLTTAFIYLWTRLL
HRas wt GTP – modulators of GTP binding to HRas wildtype, primary screen, biochemical, bead-based flow cytometry, multiplex; GTPase HRas (Homo sapiens), P01112; GST-Ras wt beads, Bodipy-FL-GTP binding; actives lie on both sides; GTP binding activity, % at 10 µM; 190,000 tested, 0.14% active; AID 759, 2007;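 active = GTP binding activity at least 20% away from the 100% baseline, either lowered as inhibitor or raised as activator; inconclusive = flagged as likely green fluorescent, judged across all proteins in the well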;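 also: 0% = unlabeled GTP competition control and 100% = no-compound control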
Target sequence (P01112 whole entry, looked up): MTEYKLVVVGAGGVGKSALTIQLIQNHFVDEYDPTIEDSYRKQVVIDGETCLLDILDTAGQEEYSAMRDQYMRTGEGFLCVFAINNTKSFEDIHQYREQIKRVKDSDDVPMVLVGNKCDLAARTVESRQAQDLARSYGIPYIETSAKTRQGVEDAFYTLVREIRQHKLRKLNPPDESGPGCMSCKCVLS
An asterisk follows results filed as active; ? = inconclusive. Rule as the data show it, unless noted: active = inhibition above about 40%.

SMILES | Bcl-2 Bim block | Rac1 mut GTP | Bcl-W Bim block | Cdc42 wt | Rab7 wt GTP bind | Bim-Bcl-XL | Rab2 wt GTP | Bim-Bfl-1 | Rac1 wt modul | Bcl-B Bim block | HRas wt GTP
O=C(C1CCN(c2nnc(N3CCCC3=O)s2)CC1)N1CCN(Cc2ccc3c(c2)OCO3)CC1 | -12 | 99 | 3 | 100 | 98 | -1 | 97 | -15 | 104 | -7 | 98
CCNc1nc(SCC(=O)Nc2ccc(Cl)c(Cl)c2)nc(N(C)C)n1 | -4 | 95 | 0 | 99 | 106 | -3 | 99 | -5 | 99 | -6 | 97
CCOC(=O)c1cc(-c2ccccc2)sc1NC(=O)C(C)OC(=O)c1cccnc1OCC (stereo not given) | -4 | 99 | -3 | 101 | 101 | -2 | 98 | -5 | 104 | -7 | 100
C=CCn1c(SCc2c(F)c(F)c(F)c(F)c2F)nc(O)cc1=O | -1 | 94 | -2 | 97 | 97 | -2 | 96 | 1 | 96 | 0 | 97
O=C(CSc1nc2ccccc2[nH]1)N/N=C/C=C/c1ccccc1[N+](=O)[O-] | -8 | 98 | 0 | 100 | 99 | -4 | 98 | -11 | 103 | -6 | 100
CC(C)CC(c1nnnn1Cc1cccs1)N1CCN(c2nc3ccccc3s2)CC1 (stereo not given) | 3 | 97 | 2 | 98 | 100 | -3 | 99 | 1 | 107 | -2 | 99
CCOC(=O)c1cc(NC(=O)c2ccoc2C)cc(C(=O)OCC)c1 | -3 | 96 | -3 | 102 | 98 | -3 | 98 | 1 | 102 | -3 | 101
CCN(CC)c1ccc(C=Nc2ccc(C#N)cc2)c(O)c1 | -7 | 98 | 2 | 98 | 95 | -6 | 94 | -9 | 98 | -6 | 96
CS(=O)(=O)N(Cc1ccccc1F)c1ccccc1 | -3 | 99 | -6 | 105 | 97 | -5 | 99 | -4 | 109 | -6 | 102
Cc1ccccc1C(=O)NNC(=O)C(=O)N1CCCCC1 | -4 | 100 | -5 | 98 | 97 | -9 | 98 | -8 | 102 | -9 | 98
O=C1OCC2=C1C(c1ccc3c(c1)OCO3)Sc1ccccc1N2 (stereo not given) | -9 | 96 | 0 | 98 | 103 | -8 | 99 | -15 | 101 | -7 | 99
COc1ccc(Cc2nnc(Nc3ccc4c(c3)OCCO4)[nH]c2=O)cc1 | 3 | 95 | -5 | 98 | 97 | -5 | 96 | 4 | 101 | 0 | 96
CCOC(=O)Cc1csc(NC(=S)NC(=O)c2ccc(C)cc2)n1 | -4 | 95 | 2 | 99 | 96 | -1 | 97 | -5 | 99 | -1 | 97
O=C1c2cccc(OCC(=O)N3CCCc4ccccc43)c2CCN1Cc1ccc(Br)cc1 | -3 | 102 | -6 | 102 | 98 | -10 | 101 | -5 | 103 | -9 | 101
CCOC(=O)CN1c2ccccc2NC(=O)CC1C (stereo not given) | -8 | 98 | 2 | 101 | 100 | -1 | 99 | -6 | 102 | -6 | 102
CCOC(=O)c1ccc(Nc2cnc3ccccc3n2)cc1 | 0 | 97 | 0 | 95 | 105 | -3 | 100 | -2 | 99 | -3 | 100
O=C(NC1CC1)c1cc(-c2ccccn2)nc2ccccc12 | -1 | 102 | -1 | 102 | 104 | -1 | 102 | 0 | 105 | 0 | 103
Cc1nn2c(C(F)(F)F)cc(-c3ccc(Cl)cc3)nc2c1C(=O)N1CCOCC1 | -5 | 94 | 0 | 98 | 94 | -1 | 97 | -3 | 96 | -5 | 97
CCCN1CCN(CCCNC(=O)C2CCCN(c3nc4ccc(OCC)cc4s3)C2)CC1 (stereo not given) | -7 | ? | -1 | ? | ? | -4 | ? | -11 | ? | -9 | ?
O=C1c2ccccc2C(=O)N1CCc1csc(NNc2nc(CCN3C(=O)c4ccccc4C3=O)cs2)n1 | -2 | 97 | -3 | 95 | 97 | -2 | 98 | 0 | 99 | -13 | 98
S=C(c1ccc(-c2ccc(Cl)cc2Cl)o1)N1CCCCC1 | 0 | 95 | 0 | 96 | 94 | -2 | 98 | 4 | 97 | -1 | 96
COC(=O)c1onc(-c2c(OC)cc(OC)cc2OC)c1C(=O)OC | 0 | 100 | -2 | 105 | 102 | -5 | 101 | -5 | 105 | -1 | 104
O=S(=O)(c1ccc2ccccc2c1)N1CCCCCC1 | 2 | 96 | -1 | 99 | 106 | -5 | 101 | 0 | 100 | -2 | 100
CCc1nc(C)ccc1OCC(=O)O | -4 | 99 | -2 | 101 | 99 | -3 | 101 | -7 | 102 | -3 | 100
CC(C)Cn1cnc2c1c(=O)n(CC(=O)N(C)C)c(=O)n2Cc1ccccc1 | -5 | 93 | -1 | 93 | 97 | -4 | 93 | -8 | 95 | -4 | 94
Cc1ccc(CCCOC(=O)C[N+]2(C)CCOCC2)cc1 | -9 | 101 | -2 | 105 | 101 | -7 | 102 | -21 | 108 | -7 | 104
O=C(COC(=O)c1ccc(O)cc1)Nc1ccccc1[N+](=O)[O-] | -1 | 98 | 0 | 95 | 103 | -3 | 101 | -9 | 97 | -3 | 100
CCOc1ccc(C(C)C)cc1S(=O)(=O)N1CCOCC1 | 1 | 99 | -1 | 95 | 95 | -2 | 96 | -2 | 99 | -2 | 93
Cc1ccc2nc(N/C(=N/S(=O)(=O)c3cccs3)c3ccccc3Cl)sc2c1 | -3 | 87 | 0 | 91 | 96 | 0 | 92 | -8 | 91 | -3 | 95
Cc1nc(NC(=O)/C=C/c2ccccc2)n[nH]1 | -4 | 99 | -3 | 97 | 96 | -5 | 99 | -2 | 100 | -7 | 98
CC1(C)CC(=O)C2=C(C1)NC1=C(C(=O)c3ccccc31)C2c1ccc(Cl)cc1 (stereo not given) | 0 | 101 | -14 | 99 | 99 | -12 | 94 | -4 | 103 | -11 | 96
O=C1CC(N2CCN(S(=O)(=O)c3cccc(C(F)(F)F)c3)CC2)C(=O)N1Cc1ccccc1 (stereo not given) | 0 | 97 | 3 | 96 | 97 | 3 | 98 | 2 | 95 | 4 | 95
COc1ccc(C2CC(=O)Nc3ccccc3S2(=O)=O)cc1OC (stereo not given) | -9 | 99 | 4 | 105 | 102 | -15 | 103 | -8 | 104 | -8 | 103
CCOc1ccc(OCc2cccc(C(=O)N/N=C/c3cccnc3)c2)cc1 | -8 | 98 | 0 | 101 | 100 | -6 | 94 | -13 | 100 | -4 | 96
CCN1CCCC1CNS(=O)(=O)c1ccc(C(=O)Nc2ccccc2)cc1 (stereo not given) | -2 | 97 | -7 | 98 | 101 | -2 | 97 | 0 | 97 | -6 | 98
CCOCCCn1cnc2c(c1=O)c1nc3ccccc3nc1n2-c1ccc(C)cc1 | -6 | 97 | -1 | 101 | 101 | -9 | 99 | -4 | 101 | -1 | 99
COCCNC(=O)c1c[nH]c2ccc(S(=O)(=O)N3CCc4ccccc43)cc2c1=O | -7 | 96 | -6 | 94 | 108 | -6 | 95 | -5 | 99 | -7 | 97
Cc1cc(C)c(C#N)c(SCC(=O)N(C)C2CCCCC2)n1 | 0 | 97 | 1 | 95 | 99 | 4 | 98 | 0 | 96 | 2 | 98
COc1ccccc1/C=C1\S/C(=N/NC(=O)c2cccc(Br)c2)NC1=O | -6 | ? | 0 | ? | ? | 1 | ? | -12 | ? | -5 | ?
O=C1CN(S(=O)(=O)c2ccccc2)c2ccccc2N1 | 0 | 94 | 1 | 97 | 94 | 0 | 97 | -7 | 98 | -6 | 97

Assay outcomes as filed in PubChem BioAssay.
